Bioassay records: PubChem BioAssay, several laboratories
Rab2A wt mod – modulators of GTP binding to Rab2A wildtype, primary screen, biochemical, dog, bead-based flow cytometry, multiplex. GST-Rab2 wt beads, Bodipy-GTP binding. GTP binding activity, % at 10 µM. actives 0.19% (n = 190,000);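 active = GTP binding activity at least 20 points away from 100%, either lowered or raised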;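 also: 0% = beads with excess unlabeled GTP and 100% = no-compound control corrected for plate trend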
Pf gamet viab – late stage P. falciparum gametocyte viability inhibitors, primary screen, ATP luminescence, HTS; P. falciparum stage V gametocytes, 24 h; inhibition, % at 10.9 µM; actives 0.065% (n = 150,000); AID 743093, 2013;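 active = inhibition above the mean plus 3 SD of compounds within the control limits, set per campaign, cut at about 38% in these data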;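 also: 0% = DMSO wells and 100% = medium only without gametocytes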
ABCG2 block – ABCG2 efflux pump inhibitors, primary screen, multiplex with ABCB1, IgMXP3 cells, flow cytometry; actives 0.1% (n = 190,000); JC-1 efflux; inhibition, % at 6.6 µM; Broad substrate specificity ATP-binding cassette transporter ABCG2 (Homo sapiens), Q9UNQ0;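 active = inhibition above 80%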;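 also: 0% = DMSO and 100% = nicardipine control wells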
Target sequence (Q9UNQ0 whole entry, looked up): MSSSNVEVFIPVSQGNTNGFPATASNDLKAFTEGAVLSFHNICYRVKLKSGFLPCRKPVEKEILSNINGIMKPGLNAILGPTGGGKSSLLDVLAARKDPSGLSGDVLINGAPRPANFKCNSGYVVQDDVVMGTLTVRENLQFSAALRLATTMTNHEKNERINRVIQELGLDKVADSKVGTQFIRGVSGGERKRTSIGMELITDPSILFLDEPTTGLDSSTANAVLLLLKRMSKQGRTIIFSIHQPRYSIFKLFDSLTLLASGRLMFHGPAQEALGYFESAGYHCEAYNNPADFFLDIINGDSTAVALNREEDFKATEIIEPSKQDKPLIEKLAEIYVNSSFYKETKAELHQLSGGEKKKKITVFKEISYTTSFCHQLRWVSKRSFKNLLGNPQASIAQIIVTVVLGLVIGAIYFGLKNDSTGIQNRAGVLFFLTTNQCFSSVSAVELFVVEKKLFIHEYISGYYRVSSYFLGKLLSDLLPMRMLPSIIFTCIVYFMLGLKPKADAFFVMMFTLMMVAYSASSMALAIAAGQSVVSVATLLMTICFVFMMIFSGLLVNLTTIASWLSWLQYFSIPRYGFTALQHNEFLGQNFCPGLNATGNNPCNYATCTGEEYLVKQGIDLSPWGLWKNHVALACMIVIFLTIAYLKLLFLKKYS
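Test system: IgMXP3 (ABCG2) plus far-red-tagged CCRF-Adr (ABCB1) cells. Reagent: JC-1 dye as substrate. Timing: 10 min exposure at 25 °C with rotation, no wash. Measured by: flow cytometric JC-1 green MFI at 530 nm. Read-out: percent efflux inhibition, scaled nicardipine 100% to DMSO 0%. Control set: nicardipine and DMSO wells.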
Mcl1 Noxa PPI – Mcl-1/Noxa binding inhibitors, primary screen, biochemical, TR-FRET, 1536-well | TR-FRET Mcl-1/Noxa peptide binding, 2 h | inhibition, % at 21.7 µM | actives 1.5% (n = 220,000) | AID 1022, 2008;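 active = compounds that cut the protein-peptide binding signal by more than 50% relative to plate controls in a single-dose test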;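 also: His-tagged Mcl-1 with rhodamine Noxa BH3 peptide and terbium anti-His antibody; 0% = Mcl-1 plus Noxa peptide wells and 100% = peptide-only wells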
Rac1 wt GTP bind – wildtype Rac1 GTP binding modulators, primary screen, biochemical, GST-Rac1 beads, flow cytometry, multiplex | Ras-related C3 botulinum toxin substrate 1 (Homo sapiens), P63000 | fluorescent GTP binding; actives lie on both sides; 0 = cold GTP competed, 100 = untreated | GTP binding activity (% of control), % at 10 µM | actives 0.27% (n = 190,000);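 active = GTP binding activity at least 20 points away from the 100% control level, either lower or higher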
Rac1 mut GTP – GTP binding modulators of activated mutant Rac1, primary screen, biochemical, bead-based flow cytometry, multiplex, fluorescent GTP. actives 0.11% (n = 190,000). GST-Rac1 activated beads; actives lie on both sides; 100% means binding = to untreated wells. AID 764, 2007. percent activity (GTP binding), % at 10 µM;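 active = GTP binding at least 20 percentage points away from the 100% baseline, in either direction, so actives lie on both sides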
Cdc42 wt – modulators of GTP binding to wildtype Cdc42, primary screen, biochemical, multiplex bead flow cytometry, Bodipy-GTP; actives 0.2% (n = 190,000); percent activity (GTP binding), % at 10 µM; GST-Cdc42 beads; actives lie on both sides; Cell division control protein 42 homolog (Homo sapiens), P60953;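 active = percent activity GTP binding at least 20 points away from the 100% baseline, either down as inhibitor or up as activator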;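 also: median bead fluorescence of bound Bodipy-FL-GTP at 100 nM; 0% = excess unlabeled GTP control and 100% = no compound control; below 100% means less GTP binding so inhibitor and above means activator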
Target sequence (P60953 whole entry, looked up): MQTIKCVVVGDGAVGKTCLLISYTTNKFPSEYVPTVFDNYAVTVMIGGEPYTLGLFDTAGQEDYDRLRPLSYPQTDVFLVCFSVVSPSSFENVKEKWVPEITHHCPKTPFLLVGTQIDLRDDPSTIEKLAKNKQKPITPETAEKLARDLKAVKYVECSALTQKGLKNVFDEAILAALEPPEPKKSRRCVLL
Avidin fluor – green autofluorescence of compounds with avidin beads – biophysical, 488/530 nm, flow cytometry, artefact control, profiling panel; compound fluorescence 488/530 nm; hits give high values; fluorescence (KMESF) at 10 µM; actives 0.38% (n = 220,000); AID 1775, 2009; in the data active = fluorescence above about 47; also: inactives centre near 10
ABCB1 inh – ABCB1 efflux pump inhibitors, primary screen, cell-based, multiplex, flow cytometry, ABCG2 counter-screen; ATP-dependent translocase ABCB1 (Homo sapiens), P08183; CCRF-Adr cells, JC-1 efflux; inhibition, % at 6.6 µM; actives 0.067% (n = 190,000); in the data active = inhibition above about 40%;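 also: 0% = vehicle and 100% = reference inhibitor; higher value means more JC-1 retained so stronger ABCB1 efflux block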
HRas wt GTP bind – modulators of GTP binding to HRas wildtype, primary screen, biochemical, bead-based flow cytometry, multiplex; GTPase HRas (Homo sapiens), P01112; GST-Ras wt beads, Bodipy-FL-GTP binding; actives lie on both sides; GTP binding activity, % at 10 µM; actives 0.14% (n = 190,000); AID 759, 2007;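 active = GTP binding activity at least 20% away from the 100% baseline, either lowered as inhibitor or raised as activator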;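 also: 0% = unlabeled GTP competition control and 100% = no-compound control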
Target sequence (P01112 whole entry, looked up): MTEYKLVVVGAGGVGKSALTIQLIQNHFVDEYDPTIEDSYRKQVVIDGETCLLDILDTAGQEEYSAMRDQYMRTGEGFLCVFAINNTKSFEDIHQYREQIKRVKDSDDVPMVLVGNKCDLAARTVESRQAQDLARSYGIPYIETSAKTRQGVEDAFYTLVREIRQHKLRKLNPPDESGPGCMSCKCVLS
Rab7 wt modul – modulators of GTP binding to Rab7, primary screen, biochemical, wildtype, multiplex bead flow cytometry; actives 0.055% (n = 190,000); GST-Rab7 beads, fluorescent GTP binding; actives lie on both sides; untreated = 100%, excess cold GTP = 0%; Rab7 GTPase wild type (dog), Bodipy-FL-GTP binding; AID 758, 2007; GTP binding activity (percent of control), % at 10 µM;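 active = fluorescent GTP binding to Rab7 beads changed by at least 20 points from the 100% baseline, either direction, mostly lower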;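 also: median green fluorescence of bound Bodipy-FL-GTP per Rab7 bead population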
Numbers without * were called inactive; . = no result given.

compound	Cdc42 wt	Avidin fluor	Rab7 wt modul	Rac1 wt GTP bind	Rac1 mut GTP	Pf gamet viab	ABCB1 inh	Mcl1 Noxa PPI	ABCG2 block	HRas wt GTP bind	Rab2A wt mod
CCOC(=O)c1sc(=S)n(-c2cccc(C(F)(F)F)c2)c1SC	92	25	97	95	92	6	1.1	-11	9	94	94
C/C(=N\N1CCN(C2c3ccccc3-c3ccccc32)CC1)c1ccco1	102	8	106	106	99	2	0.1	13	2	102	102
CCOc1ccc2nc(N/C(N)=N/C(=S)Nc3ccc(C)c(C)c3)nc(C)c2c1	97	3	100	100	96	0	-1.1	-10	-4	97	95
CCOC(=O)c1sc(N(Cc2ccccc2)C(=O)COC(=O)c2ccccc2O)nc1C	103	12	105	106	99	-12	2.0	-11	17	105	102
Oc1c(Cl)cc(Cl)cc1CNc1ccc(Br)cn1	95	12	98	95	96	.	-0.1	3	0	95	97
CC(C)CCSc1nc2c(c(=O)[nH]c(=O)n2C)n1CCc1ccccc1	100	14	99	99	99	-25	1.2	8	11	99	98
Fc1cnc(N2CCc3ccccc32)nc1N1CCc2ccccc21	102	8	99	105	97	-4	0.4	8	3	100	100
CC(C)OP(=O)(c1ccccc1)c1ccccc1	101	8	102	100	98	2	-0.4	-12	-3	100	99
CC1CCCCC1NC(=S)NC(=O)c1ccccc1Br (stereo unspecified)	104	3	106	108	102	-9	0.6	15	0	100	98
OCCN1CCN(C2Cc3cc(Cl)ccc3Sc3ccc(Cl)cc32)CC1 (stereo unspecified) (tested in a mixture with another compound)	101	7	95	104	98	.	0.4	41	0	99	100
CCCN1CNC(=S)N(c2cc(C)ccc2C)C1	105	7	99	104	102	.	-0.3	4	-2	103	103
Cc1cccc(N(C)S(=O)(=O)c2ccc3[nH]c(=O)c(=O)[nH]c3c2)c1	105	25	105	108	104	-9	0.5	0	2	104	108
COc1cccc(Oc2coc3cc(OC(=O)N4CCOCC4)ccc3c2=O)c1	99	13	106	103	99	9	2.0	22	7	101	100
COc1cc(NS(=O)(=O)c2ccc(NC(=O)C34CC5CC(CC(C5)C3)C4)cc2)ncn1	101	11	97	100	99	.	0.2	-6	1	100	101
COC(=O)c1cccc(Cn2nc(C)c([N+](=O)[O-])c2C)c1	98	5	105	98	94	15	0.8	11	0	102	101
CCOc1cccc(NC(=O)c2cccc(F)c2)c1	92	20	96	98	94	2	0.1	-8	2	95	93
COc1cccc(NC(=O)c2ccc(-c3ccc([N+](=O)[O-])cc3)o2)c1	92	7	92	90	91	5	-3.6	40	-2	90	90
CCOC(=O)C1CCCN(c2c(Nc3cc(C)cc(C)c3)c(=O)c2=O)C1 (stereo unspecified)	101	6	99	105	100	.	0.0	-18	1	100	103
Cc1ccccc1-c1ccc(=O)n(CC(=O)Nc2ccc(S(=O)(=O)N(C)C)cc2)n1	96	23	96	97	94	-10	0.4	-4	1	95	94
COc1c(F)c(F)c(C(=O)Nc2ccc(-c3nc4ccccc4[nH]3)cc2)c(F)c1F	90	12	102	96	94	16	1.1	-18	11	92	95
CCOC(=O)C1=C(C)NC(SCc2cc(=O)[nH][nH]2)=C(C#N)C1c1cccs1 (stereo unspecified)	100	11	98	94	96	-5	-0.7	15	-1	99	99
O=C(Cc1cccs1)Nc1nnc(SCc2ccc(F)cc2)s1	99	11	97	101	96	.	0.1	7	13	97	97
CCOC(=O)C1=C(Nc2ccccc2)OCC1=O	99	14	104	106	102	25	2.7	-11	70	101	98
Cc1ccc(-c2nn(-c3ccccc3)cc2C(=O)OCC(=O)Nc2ncc(Cl)cc2Cl)cc1	103	1	100	104	100	5	-0.6	-4	-6	103	100
Cc1ccc(CNC(=O)Cn2nnc3ccccc3c2=O)cc1	97	26	102	95	96	-30	0.7	-16	2	99	98

Next part
compound	Cdc42 wt	Avidin fluor	Rab7 wt modul	Rac1 wt GTP bind	Rac1 mut GTP	Pf gamet viab	ABCB1 inh	Mcl1 Noxa PPI	ABCG2 block	HRas wt GTP bind	Rab2A wt mod
CC(C)N1C(=O)/C(=C/c2nc3ccccc3c(=O)n2-c2ccccc2)c2ccccc21	98	29	98	97	94	.	2.6	55*	2	98	95
CCOC(=O)N1CCN(C(=O)C2CCN(S(=O)(=O)c3ccc(Cl)cc3)CC2)CC1	104	8	96	108	100	-7	0.7	12	2	100	100
C=CCOc1ccc(CNC(C)(C)CO)cc1OCC	102	17	98	102	98	.	0.2	-5	0	100	97
C=CCc1cccc(C=Nc2ccc(Br)cc2)c1O	98	14	106	101	95	0	-0.3	7	0	101	100
COc1ccc(/C=N/NC(=O)c2ccc(CSc3nc(C)cc(C)n3)cc2)cc1O	102	20	98	99	102	-7	-0.9	2	9	98	97
CCOc1ccccc1NC(=O)C1CCCN1C(=O)OCc1ccccc1 (stereo unspecified)	94	15	99	97	93	10	3.3	15	35	95	99
O=S(=O)(Nc1cc(Sc2ncn[nH]2)c(O)c2ccccc12)c1ccccc1	95	14	91	78*	89	21	-0.9	83*	-2	92	91
O=C(NC(=S)Nc1ccc(-c2ccc(CO)o2)cc1)c1cccs1	93	14	100	100	97	.	0.5	63*	8	96	94
Cc1ccc(NS(=O)(=O)c2ccc(Cl)c(NC(=S)NC(=O)C3CCCCC3)c2)cc1Cl	97	1	98	100	95	.	-0.9	25	-10	98	96
Cc1cc(NC(=O)C2CC=CCC2C(=O)O)no1 (stereo unspecified)	104	17	113	105	102	.	0.1	7	1	106	106
COc1ccccc1OCC(=O)NNC(=O)c1cccs1	100	14	99	105	98	.	0.0	3	-5	98	97
COc1ccc(-c2nc(C)sc2CC(=O)O)cc1	107	24	101	107	100	.	1.2	15	9	104	104
Cc1cccc(C2c3[nH]c4ccccc4c3CCN2C(=O)c2cc3c([nH]c2=O)CCCC3)n1 (stereo unspecified)	97	7	98	98	98	-15	0.3	0	1	96	95
COc1ccc(Cc2nnc(NC(=O)c3cccc(C)c3)s2)cc1	92	11	100	102	95	24	0.2	9	1	94	95
CCOC(=O)C1=C(C)N(Cc2ccccc2)C(=O)NC1c1ccc(OC)cc1 (stereo unspecified)	105	15	100	105	101	.	1.7	18	3	105	104
O=C(CCS(=O)(=O)c1ccc(Br)cc1)N1CCN(c2ccccc2F)CC1	101	26	101	106	101	4	0.4	-1	7	101	102
CC(=O)Nc1ccc(S(=O)(=O)N2CCN(c3ccc([N+](=O)[O-])c(NCCN4CCOCC4)c3)CC2)cc1	99	12	101	105	96	-9	-0.2	4	-1	100	95
CC12CCC(C(=O)NCc3ccc4c(c3)OCO4)(CC1=O)C2(C)C (stereo unspecified)	104	8	102	100	101	-32	0.1	13	0	102	107
OCCOCCNc1ncnc2c1cnn2-c1ccc(Cl)cc1	103	23	95	103	97	4	0.3	17	5	98	98
Cc1[nH]c2ccccc2c1C(=O)CSC(=S)N(C)C1CCCCC1	102	5	99	104	101	13	0.4	8	1	100	100
C/C(=N\NC(=O)COc1ccc(C)cc1C(C)C)c1cc2ccccc2o1	98	5	97	95	93	14	-0.4	-11	4	96	94
CC(C)NC(=O)COC(=O)CNC(=O)c1cc(Cl)cc([N+](=O)[O-])c1	101	24	96	106	101	.	0.1	4	29	101	97
COc1cc(C)c(C(C)C)cc1S(=O)(=O)N1CCOCC1	105	32	99	109	99	-7	2.7	-14	15	102	103
COCCCNC(=O)CCCn1c(=O)c2ccccc2n(CC(=O)Nc2c(C)cccc2C)c1=O	103	9	99	103	98	-6	0.0	-11	0	101	101
COc1ccc(S(=O)(=O)Cc2ccc(C(=O)N3CCOCC3)o2)cc1	99	19	101	103	99	.	0.1	-6	0	100	102

Next compounds.
compound	Cdc42 wt	Avidin fluor	Rab7 wt modul	Rac1 wt GTP bind	Rac1 mut GTP	Pf gamet viab	ABCB1 inh	Mcl1 Noxa PPI	ABCG2 block	HRas wt GTP bind	Rab2A wt mod
O=C(O)c1ccc(Br)cn1	103	19	105	103	101	0	1.5	21	1	101	103
COc1ccccc1N1C(=O)C2CC(C)=C(C)CC2C1=O (stereo unspecified)	96	13	95	96	96	.	-2.8	14	-2	97	96
Cn1c(-n2c(CCCN3C(=O)c4ccccc4C3=O)nc3ccccc3c2=O)nc2ccccc21	98	42	96	98	98	-2	2.7	-99	4	97	99
CC(Sc1nnnn1C)C(=O)Nc1ccccc1 (stereo unspecified)	90	7	97	96	93	-14	0.2	-14	-2	95	94
COC(=O)CC1(c2ccccc2)C(=O)c2ccccc2C1=O	97	14	100	101	98	.	1.2	13	4	99	97
CC(=O)NC1(c2cccc(F)c2)CCN(CC(=O)NC2CCCCC2)CC1	97	8	94	99	95	.	0.2	9	1	96	92
Cn1cccc1CNC(=O)Nc1ccccc1	104	5	102	106	102	.	0.0	2	0	103	104
CCOc1ccc(S(=O)(=O)N(C)C)cc1-c1nc2c(C(C)(C)C)nn(C)c2c(=O)[nH]1	99	21	103	101	97	.	1.7	2	11	98	100
Cc1nc(N2CCN(Cc3ccc4c(c3)OCO4)CC2)nc2c1C(=O)CC(c1ccco1)C2 (stereo unspecified)	89	17	89	86	87	-23	-3.0	20	0	92	87
CC(C)Sc1nc2c(c(=O)n1C)SC(C)C2 (stereo unspecified)	102	6	99	103	98	.	0.9	-2	1	99	97
CCN1C(=O)c2ccccc2S(=O)c2ccc(C(=O)N3CCCC3)cc21 (stereo unspecified)	95	9	96	96	94	.	0.4	9	-1	96	96
Cc1sc2nc(CN3CCCC3)nc(Cl)c2c1C	102	10	100	101	99	.	0.6	14	1	97	97
O=C(Oc1cccnc1)c1ccc([N+](=O)[O-])cc1Cl	97	8	96	101	97	4	0.9	-5	19	97	100
CCOC(=O)C(Cc1ccc(O)cc1)NC(=O)CNC(=O)C1CCCN1C(=O)OC(C)(C)C (stereo unspecified)	97	4	94	99	96	-1	0.5	10	4	96	96
